LYP act – LYP phosphatase activators, primary screen, biochemical, DiFMUP fluorescence, 2 µM; Tyrosine-protein phosphatase non-receptor type 22 (Homo sapiens), Q9Y2R2; recombinant LYP; 0 = plate median, 100 = signal doubled; activation, % at 2 µM; actives 0.11% (n = 96,000); AID 697, 2007;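 active means activation at 2 µM above a set limit, the mean plus 5 SD, cut at about 37% in these data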
PLK1 PBD inh – Plk1 polo box domain binding inhibitors, primary screen, biochemical, fluorescence polarization. Serine/threonine-protein kinase PLK1 (Homo sapiens), P53350. Plk1 PBD phosphopeptide binding. inhibition, %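 (tested at about 20 µM)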. actives 0.13% (n = 97,000); in the data active means inhibition above about 34%, passing the limit was not always enough
Target sequence (P53350 whole entry, looked up, the tested form may be a part): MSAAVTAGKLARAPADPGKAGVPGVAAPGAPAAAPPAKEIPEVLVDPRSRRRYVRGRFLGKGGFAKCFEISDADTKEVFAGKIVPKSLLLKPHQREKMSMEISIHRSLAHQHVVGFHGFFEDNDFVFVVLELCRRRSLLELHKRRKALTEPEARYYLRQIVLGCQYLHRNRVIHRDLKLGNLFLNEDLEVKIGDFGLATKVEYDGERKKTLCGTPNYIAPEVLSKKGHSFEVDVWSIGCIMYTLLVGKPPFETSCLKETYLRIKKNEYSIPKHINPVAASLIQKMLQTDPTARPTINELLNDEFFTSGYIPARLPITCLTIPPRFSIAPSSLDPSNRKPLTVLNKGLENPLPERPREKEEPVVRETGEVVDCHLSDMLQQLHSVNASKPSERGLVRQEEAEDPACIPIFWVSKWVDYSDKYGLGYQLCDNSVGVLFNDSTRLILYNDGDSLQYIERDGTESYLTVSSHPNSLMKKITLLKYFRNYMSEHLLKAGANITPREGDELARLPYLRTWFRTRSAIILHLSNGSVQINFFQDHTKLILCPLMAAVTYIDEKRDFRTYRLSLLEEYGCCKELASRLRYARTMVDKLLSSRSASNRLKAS
Calb biofilm kill – clotrimazole potentiators killing Candida biofilms, primary screen, with clotrimazole, Alamar Blue. C. albicans biofilm + clotrimazole. AID 834, 2007. actives 0.14% (n = 85,000). inhibition, % at 6 µM;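 active means inhibition above 20%; inactive means inhibition below 20%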;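 further: preformed 24 hr biofilms exposed to compound for 48 hr; 0% = biofilm without compound and 100% = blank killed by clotrimazole plus chlorhexidine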
EphB4 antag – EphB4-ephrin-B2 interaction antagonists, primary screen, biochemical, TNYL-RAW peptide probe, fluorescence polarization. Ephrin type-B receptor 4 (Homo sapiens), P54760. EphB4 LBD / TNYL-RAW-Alexa532 peptide. inhibition, % at 7 µM. actives 0.15% (n = 97,000);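 active means inhibition above the screen-wide mean inhibition plus 3 SD, cut at about 15% in these data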;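 further: 0% = DMSO wells and 100% = excess unlabeled TNYL-RAW peptide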
CYP2C9 inhib – blockers of cytochrome P450 2C9 activity – biochemical, luminescence, ADME assay, primary screen | P11712 | CYP2C9 Supersomes, luciferin-H conversion | inhibition, % at 5 µM | actives 20% (n = 96,000) | AID 777, 2007;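 active means blocking of liver enzyme CYP2C9 beyond about 50% at 5 µM, limit read from the data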; further: values of inactives mirror those of a sister screen read the other way
Target sequence (P11712 whole entry, looked up): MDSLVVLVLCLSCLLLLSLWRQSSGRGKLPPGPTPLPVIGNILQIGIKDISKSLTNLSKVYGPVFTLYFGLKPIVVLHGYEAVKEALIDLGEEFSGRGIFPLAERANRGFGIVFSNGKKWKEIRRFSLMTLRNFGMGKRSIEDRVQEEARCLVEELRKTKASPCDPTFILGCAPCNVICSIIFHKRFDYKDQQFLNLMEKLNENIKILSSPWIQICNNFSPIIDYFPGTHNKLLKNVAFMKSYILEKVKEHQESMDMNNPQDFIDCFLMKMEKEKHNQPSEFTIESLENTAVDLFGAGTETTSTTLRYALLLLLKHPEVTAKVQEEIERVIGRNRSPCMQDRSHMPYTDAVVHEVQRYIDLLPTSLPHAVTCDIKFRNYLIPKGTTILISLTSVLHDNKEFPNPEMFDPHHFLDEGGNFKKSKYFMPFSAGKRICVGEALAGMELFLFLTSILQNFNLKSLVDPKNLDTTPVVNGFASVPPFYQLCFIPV
PTPN22 inh 2 – PTPN22 phosphatase inhibitors, primary screen, biochemical, DiFMUP fluorescence, 2 µM; AID 640, 2007; Tyrosine-protein phosphatase non-receptor type 22 (Homo sapiens), Q9Y2R2; actives 0.21% (n = 96,000); inhibition, % at 2 µM; recombinant LYP catalytic domain;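 active means inhibition at 2 µM at or above a set limit, the screen mean plus 3 SD, cut at about 24% in these data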;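 further: 0% = DMSO with enzyme and 100% = enzyme fully blocked by orthovanadate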
PLK1 inh – human PLK1 kinase inhibitors, primary screen, biochemical, TR-FRET. Serine/threonine-protein kinase PLK1 (Homo sapiens), P53350. recombinant PLK1 kinase, TR-FRET peptide phosphorylation. inhibition, % at 10 µM. actives 0.53% (n = 97,000);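 active means inhibition of 50% or more in the single-concentration screen; inactive means inhibition below 50%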;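 further: 0% = DMSO max control and 100% = H-89 dihydrochloride min control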
CYP2C9 activ – human CYP2C9 activators, primary screen, biochemical, luminescence; Cytochrome P450 2C9 (Homo sapiens), P11712; recombinant CYP2C9, luciferin-H conversion; stronger effect = higher value; factor 1 = untreated enzyme, 0 = blocked; activation factor at 5 µM; actives 1.4% (n = 96,000);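 active means activation factor of 2 or more for CYP2C9 at a 5 µM dose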;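 further: 0 = sulfaphenazole-blocked wells and 1 = vehicle-only wells; values of inactives mirror those of a sister screen read the other way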
HIV Rev-RRE inh – HIV-1 Rev-RRE binding inhibitors, primary screen, biochemical, FRET, protein-RNA interaction | P05866 | Rev peptide-RRE RNA binding | inhibition, % at 8 µM | actives 0.79% (n = 97,000) | AID 704, 2007;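 active means inhibition above the screen-wide mean plus 3 SD, cut at about 35% in these data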;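 further: 0% = median DMSO wells and 100% = median Neomycin B control wells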
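Test system – labelled RRE RNA duplex and labelled Rev peptide · Signal – fluorescein-to-Cy5 FRET, 480 nm excitation · Evaluation – % inhibition of FRET ratio versus controls · Benchmarks – DMSO low control, neomycin B high control · Incubation – 5 min RNA-compound premix plus 15 min binding step, 25 °C · Medium – HEPES pH 7.5 salt buffer with EDTA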
Numbers without * were called inactive.

How did CCC(=O)OCc1c(C(F)(F)F)nn(C)c1Sc1ccc(Cl)cc1 do in these assays?
LYP act: -9; PLK1 PBD inh: -15; EphB4 antag: 3; CYP2C9 inhib: 60*; PTPN22 inh 2: 13; PLK1 inh: -9; CYP2C9 activ: 0.4; HIV Rev-RRE inh: 16

How did OC(C#CCN1CCOCC1)(c1ccccc1)C1CCCCC1 (stereo not drawn) do in these assays?
LYP act: 9; PLK1 PBD inh: 8; Calb biofilm kill: 9; EphB4 antag: -7; CYP2C9 inhib: 30; PTPN22 inh 2: -7; PLK1 inh: -8; CYP2C9 activ: 0.7; HIV Rev-RRE inh: -1

What do the screens show for `CC(NC(=O)COC(=O)c1cn(-c2ccccc2)nc1-c1cccs1)c1ccccc1` (stereo not drawn)?
LYP act: 4; PLK1 PBD inh: -15; EphB4 antag: -6; CYP2C9 inhib: 67*; PTPN22 inh 2: -4; PLK1 inh: -8; CYP2C9 activ: 0.3; HIV Rev-RRE inh: -6

What do the screens show for `CCOC(=O)CSc1nc(C)c2cc(OC)ccc2n1`?
LYP act: 9; PLK1 PBD inh: -19; Calb biofilm kill: 4; EphB4 antag: 8; CYP2C9 inhib: -10; PTPN22 inh 2: -6; PLK1 inh: -1; CYP2C9 activ: 1.1; HIV Rev-RRE inh: 2

How did O=C(Oc1ccc(/C=N/NC(=O)c2ccccc2O)cc1)c1ccccc1 do in these assays?
LYP act: -2; PLK1 PBD inh: -3; EphB4 antag: 8; CYP2C9 inhib: 0; PTPN22 inh 2: 2; PLK1 inh: -9; CYP2C9 activ: 1; HIV Rev-RRE inh: -8

Results for O=C(Nc1ccc(Oc2ncccn2)cc1)c1ccco1 ?
LYP act: 0; PLK1 PBD inh: -12; Calb biofilm kill: 7; EphB4 antag: -4; PTPN22 inh 2: 1; PLK1 inh: -17; HIV Rev-RRE inh: 6

Results for COc1cc2nc(N3CCNCC3)nc(N)c2cc1OC ?
LYP act: 7; PLK1 PBD inh: -19; Calb biofilm kill: 6; EphB4 antag: 5; CYP2C9 inhib: -17; PTPN22 inh 2: -8; PLK1 inh: 1; CYP2C9 activ: 1.2; HIV Rev-RRE inh: 10

What do the screens show for `CNC(=O)CC(C(=O)O)c1ccc(OC(C)C)cc1` (stereo not drawn)?
LYP act: 4; PLK1 PBD inh: 3; Calb biofilm kill: 8; EphB4 antag: -5; CYP2C9 inhib: 16; PTPN22 inh 2: -6; PLK1 inh: -10; CYP2C9 activ: 0.8; HIV Rev-RRE inh: -2

What do the screens show for `CCOC(=O)CNC(=O)C1(c2ccccc2)CCCC1`?
LYP act: 7; PLK1 PBD inh: 1; Calb biofilm kill: 4; EphB4 antag: -1; CYP2C9 inhib: 32; PTPN22 inh 2: -5; PLK1 inh: 7; CYP2C9 activ: 0.7; HIV Rev-RRE inh: -6

How did CCOC(=O)C1=C(CN2CCC(C)CC2)NC(=O)NC1c1ccc(Cl)cc1 (stereo not drawn) do in these assays?
LYP act: 8; PLK1 PBD inh: 4; Calb biofilm kill: 2; EphB4 antag: 0; CYP2C9 inhib: 89*; PTPN22 inh 2: -11; PLK1 inh: -3; CYP2C9 activ: 0.1; HIV Rev-RRE inh: 5

Results for CCOC(=O)c1cnc2c(-c3ccc(Cl)cc3)c(C)nn2c1N ?
LYP act: -6; PLK1 PBD inh: -10; Calb biofilm kill: 1; EphB4 antag: 1; PTPN22 inh 2: 6; PLK1 inh: -40; HIV Rev-RRE inh: 6

What do the screens show for `COc1ccc(CCNC(=O)c2oc3ccc(S(=O)(=O)N4CCOCC4)cc3c2C)cc1OC`?
LYP act: 5; PLK1 PBD inh: 20; EphB4 antag: -2; CYP2C9 inhib: 73*; PTPN22 inh 2: -1; PLK1 inh: 0; CYP2C9 activ: 0.3; HIV Rev-RRE inh: 12

How did CSc1nnc(C2CCCN2)n1C (stereo not drawn) do in these assays?
LYP act: -3; PLK1 PBD inh: -16; Calb biofilm kill: 9; EphB4 antag: -1; CYP2C9 inhib: -22; PTPN22 inh 2: 1; PLK1 inh: -9; CYP2C9 activ: 1.2; HIV Rev-RRE inh: 9

How did COc1ccc(-c2nnc(SCC(=O)Nc3cc(F)ccc3C)o2)cc1 do in these assays?
LYP act: -2; PLK1 PBD inh: -29; Calb biofilm kill: 6; EphB4 antag: -2; CYP2C9 inhib: -37; PTPN22 inh 2: -1; PLK1 inh: -14; CYP2C9 activ: 1.4; HIV Rev-RRE inh: 16

Results for Cc1cccc2c1NC(C)CC2C (stereo not drawn) ?
LYP act: -1; PLK1 PBD inh: -9; Calb biofilm kill: 6; EphB4 antag: -4; CYP2C9 inhib: 6; PTPN22 inh 2: 3; PLK1 inh: -12; CYP2C9 activ: 0.9; HIV Rev-RRE inh: 4

Next section, overlapping the part above by 2 compounds.
How did COc1ccc(-c2nnc(SCC(=O)Nc3cc(F)ccc3C)o2)cc1 do in these assays?
LYP act: -2; PLK1 PBD inh: -29; Calb biofilm kill: 6; EphB4 antag: -2; CYP2C9 inhib: -37; PTPN22 inh 2: -1; PLK1 inh: -14; CYP2C9 activ: 1.4; HIV Rev-RRE inh: 16

Results for Cc1cccc2c1NC(C)CC2C (stereo not drawn) ?
LYP act: -1; PLK1 PBD inh: -9; Calb biofilm kill: 6; EphB4 antag: -4; CYP2C9 inhib: 6; PTPN22 inh 2: 3; PLK1 inh: -12; CYP2C9 activ: 0.9; HIV Rev-RRE inh: 4

What do the screens show for `CCOC(=O)Cn1c(=O)n(Cc2ccco2)c(=O)c2ccc(C(=O)NC3CCCC3)cc21`?
LYP act: 2; PLK1 PBD inh: -2; EphB4 antag: 3; CYP2C9 inhib: 48; PTPN22 inh 2: -5; PLK1 inh: -16; CYP2C9 activ: 0.5; HIV Rev-RRE inh: 9

How did O=C(NCC1COc2ccccc2O1)c1c[nH]c2ccc(S(=O)(=O)N3CCOCC3)cc2c1=O (stereo not drawn) do in these assays?
LYP act: 3; PLK1 PBD inh: -7; Calb biofilm kill: 2; EphB4 antag: 1; CYP2C9 inhib: 11; PTPN22 inh 2: -4; PLK1 inh: -18; CYP2C9 activ: 0.9; HIV Rev-RRE inh: 1

What do the screens show for `Cc1[nH]n(-c2ccccc2)c(=O)c1C1(C(F)(F)F)C(=O)N(c2ccc(F)cc2)C2=C1C(=O)CC(C)(C)C2` (stereo not drawn)?
LYP act: -7; PLK1 PBD inh: -11; Calb biofilm kill: 4; EphB4 antag: 6; CYP2C9 inhib: 78*; PTPN22 inh 2: 8; PLK1 inh: -7; CYP2C9 activ: 0.2; HIV Rev-RRE inh: 5

Results for C=CCn1c(Cc2ccc(OC)cc2)nnc1SCC(=O)NCCc1ccccc1 ?
LYP act: 3; PLK1 PBD inh: -6; Calb biofilm kill: 4; EphB4 antag: -3; CYP2C9 inhib: 30; PTPN22 inh 2: -1; PLK1 inh: -15; CYP2C9 activ: 0.7; HIV Rev-RRE inh: 2

Results for C=CCN1CCN(C(c2cc(OC)ccc2OC)c2nnnn2CC2CCCO2)CC1 (stereo not drawn) ?
LYP act: -6; PLK1 PBD inh: -6; Calb biofilm kill: -1; EphB4 antag: 7; CYP2C9 inhib: -1; PTPN22 inh 2: 2; PLK1 inh: 3; CYP2C9 activ: 1; HIV Rev-RRE inh: -1

What do the screens show for `O=C(CN1CCN(S(=O)(=O)c2ccc(Cl)cc2)CC1)NC(=O)NC1CCCCC1`?
LYP act: 1; PLK1 PBD inh: 1; EphB4 antag: 3; CYP2C9 inhib: -5; PTPN22 inh 2: -4; PLK1 inh: -7; CYP2C9 activ: 1.1; HIV Rev-RRE inh: 7

Results for Cc1ccccc1NC(=O)CN1CCC(n2nnc3ccccc32)CC1 ?
LYP act: 17; PLK1 PBD inh: -18; Calb biofilm kill: 3; EphB4 antag: 2; CYP2C9 inhib: 8; PTPN22 inh 2: -17; PLK1 inh: -2; CYP2C9 activ: 0.9; HIV Rev-RRE inh: -3

What do the screens show for `O=C(Nc1nnc(Cc2ccccc2)s1)c1cccs1`?
LYP act: -6; PLK1 PBD inh: 19; EphB4 antag: 1; CYP2C9 inhib: 16; PTPN22 inh 2: 4; PLK1 inh: -9; CYP2C9 activ: 0.8; HIV Rev-RRE inh: -1

How did CN1CCN(CCCNC(=O)CCCOc2cc(=O)n(C)c3ccccc23)CC1 do in these assays?
LYP act: -7; PLK1 PBD inh: -19; Calb biofilm kill: 3; EphB4 antag: 3; CYP2C9 inhib: 7; PTPN22 inh 2: 10; PLK1 inh: -5; CYP2C9 activ: 0.9; HIV Rev-RRE inh: 6

How did CCOc1cc(C(=O)NCCN2CCOCC2)cc(OCC)c1OCC do in these assays?
LYP act: -3; PLK1 PBD inh: 4; Calb biofilm kill: -5; EphB4 antag: 1; PTPN22 inh 2: 5; PLK1 inh: -4; HIV Rev-RRE inh: 5

Results for Cc1noc(C)c1CSc1nnc(C)c(=O)[nH]1 ?
LYP act: -2; PLK1 PBD inh: 6; Calb biofilm kill: 3; EphB4 antag: 3; PTPN22 inh 2: 4; PLK1 inh: -17; HIV Rev-RRE inh: 6

How did O=C(NC1CCCCC1)n1c(=O)oc2ccc(Cl)cc21 do in these assays?
LYP act: 3; PLK1 PBD inh: -30; Calb biofilm kill: 9; EphB4 antag: 6; CYP2C9 inhib: 5; PTPN22 inh 2: -7; PLK1 inh: -1; CYP2C9 activ: 1; HIV Rev-RRE inh: 13

Results for CCc1cc(C)cc(OCCNC(=O)c2ncn[nH]2)c1 ?
LYP act: 17; PLK1 PBD inh: 8; Calb biofilm kill: 7; EphB4 antag: 1; CYP2C9 inhib: -66; PTPN22 inh 2: -18; PLK1 inh: -11; CYP2C9 activ: 1.7; HIV Rev-RRE inh: 3

Results for Cc1cc(C)c(C#N)c(SCc2ccc(C#N)cc2)n1 ?
LYP act: -14; PLK1 PBD inh: 15; Calb biofilm kill: 4; EphB4 antag: 1; CYP2C9 inhib: -7; PTPN22 inh 2: 13; PLK1 inh: -6; CYP2C9 activ: 1.1; HIV Rev-RRE inh: 7

What do the screens show for `Cc1nc2sc(C(c3cccc(F)c3)N3CCC(O)CC3)c(O)n2n1` (stereo not drawn)?
LYP act: 5; PLK1 PBD inh: 15; Calb biofilm kill: 5; EphB4 antag: 4; CYP2C9 inhib: -11; PTPN22 inh 2: -6; PLK1 inh: 0; CYP2C9 activ: 1.1; HIV Rev-RRE inh: 9

What do the screens show for `CC1(C)OC(C(N)=O)C(C(N)=O)O1` (stereo not drawn)?
LYP act: -1; PLK1 PBD inh: 5; Calb biofilm kill: 5; EphB4 antag: -11; CYP2C9 inhib: 2; PTPN22 inh 2: -1; PLK1 inh: -4; CYP2C9 activ: 1; HIV Rev-RRE inh: 2

How did Clc1cccc(NCc2nnc(SCc3ccccc3Cl)o2)c1 do in these assays?
LYP act: -3; PLK1 PBD inh: -18; EphB4 antag: 5; CYP2C9 inhib: 29; PTPN22 inh 2: -1; PLK1 inh: -9; CYP2C9 activ: 0.7; HIV Rev-RRE inh: 20

Screening results as filed in PubChem.

Rows are unselected; about 20% have a hit in one of these screens.
